Screening data as filed in PubChem.
mouse IAP activators – activators of mouse IAP, confirmation, biochemical, luminescence, single concentration (AID 434970); purified mouse IAP, CDP-Star luminescence, 30 min; active compounds read low; activity change, negative = activation, % at 10 µM; 11,000 tested, 2.9% active; in the data active = activity change below about -85%;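 also: percent relative to enzyme plus DMSO wells and wells without enzyme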
mouse IAP activators Fold change – also measured in mouse IAP activators; calls as there; activation factor; measured here: IAP activation factor; active compounds read high;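 fold luminescence change scaled to plate control wells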
* = called active by the depositor; + = active, no number. This is a subset (hit frequency here may not be typical).

Sample of the layout:
SMILES	mouse IAP activators	mouse IAP activators Fold change
CC(NC(=S)NCc1ccc(F)cc1)C12CC3CC(CC(C3)C1)C2 (stereo not drawn)	-319.1*	4.19*
CNc1oc(-c2ccc(C)cc2)nc1P(=O)(c1ccccc1)c1ccccc1	-3.9	1.04
COc1ccc(-c2ccc(-c3cc(=O)oc4cc(OC)c(OC)c(OC)c34)cc2)cc1	4.3	0.956
COC(=O)CSc1nc(C2CC2)cc(C(F)(F)F)c1C#N	-9.7	1.1
CC(C)C(OC(=O)c1ccco1)C(=O)NCc1ccco1 (stereo not drawn)	5.3	0.947
Cc1ccccc1C(=O)NCc1nnc(SCC(=O)N2c3ccccc3Sc3ccccc32)n1C	5.4	0.946
Cc1[nH]c2ccc(S(N)(=O)=O)cc2c1C	-0.3	1
Fc1ccc(/C=C2\CCCC3=C2Nc2ncnn2C3c2ccc(F)cc2)cc1 (stereo not drawn)	4.0	0.96
Cc1cccc2cc(C#N)c(N3CCN(C)CC3)nc12	5.1	0.949
O=C(OCCN1C(=O)c2ccccc2C1=O)c1ccc(S(=O)(=O)N2CCCCCC2)cc1	0.9	0.992
CCOc1cc(C=O)c(Br)cc1OC1CCCC1	9.7	0.903
O=C(c1ccccc1NS(=O)(=O)c1ccc([N+](=O)[O-])cc1[N+](=O)[O-])N1O[C@@H]2C=C[C@H]1C2	-5.8	1.06
CCCCCn1c(=O)[nH]c2cc(C(=O)NCc3ccco3)ccc2c1=O	7.0	0.93
COc1cccc(-c2nnn(CCc3nn[nH]n3)n2)c1	0.8	0.992

The listing, from the first entry:
SMILES	mouse IAP activators	mouse IAP activators Fold change
CC(NC(=S)NCc1ccc(F)cc1)C12CC3CC(CC(C3)C1)C2 (stereo not drawn)	-319.1*	4.19*
CNc1oc(-c2ccc(C)cc2)nc1P(=O)(c1ccccc1)c1ccccc1	-3.9	1.04
COc1ccc(-c2ccc(-c3cc(=O)oc4cc(OC)c(OC)c(OC)c34)cc2)cc1	4.3	0.956
COC(=O)CSc1nc(C2CC2)cc(C(F)(F)F)c1C#N	-9.7	1.1
CC(C)C(OC(=O)c1ccco1)C(=O)NCc1ccco1 (stereo not drawn)	5.3	0.947
Cc1ccccc1C(=O)NCc1nnc(SCC(=O)N2c3ccccc3Sc3ccccc32)n1C	5.4	0.946
Cc1[nH]c2ccc(S(N)(=O)=O)cc2c1C	-0.3	1
Fc1ccc(/C=C2\CCCC3=C2Nc2ncnn2C3c2ccc(F)cc2)cc1 (stereo not drawn)	4.0	0.96
Cc1cccc2cc(C#N)c(N3CCN(C)CC3)nc12	5.1	0.949
O=C(OCCN1C(=O)c2ccccc2C1=O)c1ccc(S(=O)(=O)N2CCCCCC2)cc1	0.9	0.992
CCOc1cc(C=O)c(Br)cc1OC1CCCC1	9.7	0.903
O=C(c1ccccc1NS(=O)(=O)c1ccc([N+](=O)[O-])cc1[N+](=O)[O-])N1O[C@@H]2C=C[C@H]1C2	-5.8	1.06
CCCCCn1c(=O)[nH]c2cc(C(=O)NCc3ccco3)ccc2c1=O	7.0	0.93
COc1cccc(-c2nnn(CCc3nn[nH]n3)n2)c1	0.8	0.992
COc1ccc(OC)c(S(=O)(=O)N2CCC(C(=O)Nc3cccc(C(F)(F)F)c3)CC2)c1	-60.9	1.61
O=S1(=O)c2ccc(Br)cc2N2CCC[C@H]2CN1Cc1ccccc1	-14.2	1.14
CCOC(=O)c1c(N)sc(C(O)(C(F)(F)F)C(F)(F)F)c1-c1ccccc1	-6.5	1.07
CN(C)c1oc(-c2ccccc2Cl)nc1P(=O)(c1ccccc1)c1ccccc1	1.0	0.99
O=C(COC(=O)CCCNC(=O)c1ccc(Cl)cc1)NC1CC1	-1.8	1.02
O=C(COC(=O)c1ccccn1)Nc1cccc(Cl)c1Cl	-10.8	1.11
CCC(=O)N1c2ccccc2NC2=C(C(=O)CCC2)C1c1cccnc1 (stereo not drawn)	-2.7	1.03
c1c(C2CCCCC2)n[nH]c1CN1CCCCC1	-9.9	1.1
COC(=O)c1ccccc1NC(=O)C1CC(=O)N(c2ccc(C)c(C)c2)C1 (stereo not drawn)	-4.7	1.05
CC(C)=CCC/C(C)=C/CNC(=O)C[C@H]1C[C@H](C(=O)N2CCOCC2)[C@@]2(C)c3[nH]c4cc(CCC(=O)N(C)C)ccc4c3CCN2C1=O	-20.8	1.21
O=C(O)c1cc(/C=N\O)ccc1OCc1ccccc1	-0.2	1
CC(C)c1ccc(-c2nc(N3CCCCCC3)nc3n[nH]c(N)c23)cc1	4.1	0.959
C/C(=N/NC(=O)c1ccoc1C)c1ccc(N2CCOCC2)cc1	-20.8	1.21
COCCCNS(=O)(=O)c1ccc2c(c1)OCCO2	6.4	0.936
O=C(NC1CCCCCC1)c1ccc(N2CCCC2=O)cc1	6.5	0.935
Cc1ccc(-c2cc(-c3ccccc3)c3c(N)c(S(C)(=O)=O)sc3n2)cc1	3.5	0.966
O=C1CCCc2nc(N3CCN(c4ccccc4)CC3)ncc21	4.9	0.951
Cc1ccc(C(C)C)c(OCc2nnc3n2CCCCC3)c1	-1.9	1.02
CC(C)CNC(=O)CSc1nc(-c2cccs2)cc(C(F)(F)F)n1	7.0	0.929
CC(=O)c1ccc(N2CCN(C(=O)c3ccc(OCc4c(C)noc4C)cc3)CC2)cc1	8.8	0.913
COCC(=O)N(C)c1nnc(-c2ccccn2)s1	0.2	0.997
O=C(NCc1csc2ccccc12)Nc1cc(Cl)cc(Cl)c1	-144.6*	2.45*
CCC(C)NCCOCCOc1ccc(F)cc1 (stereo not drawn)	-3.2	1.03
N=c1sccn1CC(=O)N1CCc2ccccc21	3.1	0.969
O=C(NCCCN1CCN(c2cccc(Cl)c2)CC1)C1(S(=O)(=O)c2ccc(Cl)cc2)CC1	-36.9	1.37
Cc1cccc(NC(=O)C2CCCN2S(=O)(=O)c2ccc(F)cc2)c1C (stereo not drawn)	4.0	0.96
Cc1noc(NS(=O)(=O)c2ccc(N3C(=O)c4ccccc4C3=O)cc2)c1C	-2.1	1.02
CCOC(=O)Cn1c(=O)n(Cc2ccco2)c(=O)c2ccc(C(=O)NCCc3ccccc3)cc21	2.4	0.976
Cc1ccc(C)c(CN2CCC(CNC(=O)Nc3ccc(Cl)cc3)CC2)c1	-122.8*	2.23*
CCn1nnnc1SCC(=O)Nc1nc(C)c(C)s1	-1.2	1.01
Cc1cc(Cn2nc(-c3ccccc3)cc2C(=O)NCc2cccc(Br)c2)on1	-229.5*	3.29*
CCOC(=O)CSc1nc2cc(C(=O)N3CCCC3)ccc2c(=O)n1Cc1ccccc1	13.0	0.87
Cc1ccc(S(=O)(=O)n2nc(OC(=O)c3cccs3)cc2N)cc1	13.4	0.865
CC[C@]12c3[nH]c4ccc(Cl)cc4c3CCN1C(=O)[C@@H](CC(=O)NCCc1ccccn1)C[C@@H]2C(=O)N1CCN(C(=O)C2CC2)CC1	-1.1	1.01
O=C(Nc1ccc(Cl)cn1)Nc1ccccc1F	1.5	0.985
COc1ccccc1C1CC(=O)Oc2c(C(C)C)ccc(C)c21 (stereo not drawn)	-0.6	1.01
Cc1cc2c(cc(C(=O)OCC(=O)NCc3ccco3)n2C)s1	0.0	1
NC(=O)C1CCN(C(=O)CN2CCN(c3cccc(C(F)(F)F)c3)CC2)CC1	4.1	0.96
Cc1ccc(-n2c(N)c(C(=O)N3CCOCC3)sc2=S)c(C)c1	6.0	0.94
C#CCOCCOCCOCCNc1nc(N2CCN(C(=O)CCCCCCCCCCNC(=O)[C@H]([C@@H](C)CC)n3cc(CCCCN=C(N)N)nn3)CC2)nc(N2CCN(C(=O)CCCCCCCCCCNC(=O)[C@H]([C@@H](C)CC)n3cc(CCCCN=C(N)N)nn3)CC2)n1	+	22.7*
Cc1ccc(C(=O)NC(Cc2ccc(C(C)(C)C)cc2)C(=O)O)cc1 (stereo not drawn)	-3.5	1.03
CC1CN(C(=O)N2c3ccccc3Sc3ccccc32)C(C)CC1=O (stereo not drawn)	9.8	0.901
CCC(C(=O)NCc1ccc(OC)cc1)n1nc(C)n2c(cc3occc32)c1=O (stereo not drawn)	-2.7	1.03
O=S1(=O)CCOC(CO)CN1Cc1ccc(Cl)c(Cl)c1 (stereo not drawn)	10.4	0.897
c1ccc(N(c2ccccc2)c2nc(-n3ccnc3)nc(-n3ccnc3)n2)cc1	7.3	0.927
COC(=O)Nc1ccc(C)cc1NC(=O)OC	6.6	0.933

Next part.
SMILES	mouse IAP activators	mouse IAP activators Fold change
O=C(/C=C/c1ccc([N+](=O)[O-])cc1)Nc1cccnc1	3.0	0.97
O=C(OCN1C(=O)c2ccccc2C1=O)c1ccccc1	6.8	0.932
Cc1cc(C)cc(NC(=O)Cn2c(-c3ccccc3Cl)nc3ccccc32)c1	-148.4*	2.48*
O=C(CN1CCc2ccccc21)NC(=O)NCc1ccco1	2.0	0.98
Cc1ccc(NNS(=O)(=O)c2ccc(C)cc2)cc1	2.8	0.972
O=P(Cc1cccc[n+]1[O-])(c1ccccc1)c1ccccc1	9.1	0.909
O=c1oc(/C=C/c2ccccc2)nc2sc3c(c12)CCC3	17.3	0.827
Cc1noc(C)c1COC(=O)C1COc2ccccc2O1 (stereo not drawn)	-8.2	1.08
CC(C)c1nnc(-c2ccc(Cl)cc2)c(N(C)C)n1	2.4	0.976
COCCNC(=O)c1c[nH]c2ccc(OC)cc2c1=O	1.1	0.989
O=C(Nc1nnc(SCc2ccccc2Cl)s1)C1COc2ccccc2O1 (stereo not drawn)	3.5	0.965
CCCCCc1c(O)c2ccccc2[nH]c1=O	-6.1	1.06
CCn1c(=S)[nH]c2cc(C(=O)OC)ccc2c1=O	-9.2	1.09
COc1cccc(NC(=O)COc2ccc(N3CC(C(=O)NCC(C)C)CC3=O)cc2)c1 (stereo not drawn)	0.1	0.998
CCOC(=O)C1CCCN(C(=O)c2cc(Nc3ccc(OC)cc3OC)nc3ccccc23)C1 (stereo not drawn)	2.2	0.978
O=C(CN1CCOCC1)Nc1cccc(C(=O)Nc2cccc(C(F)(F)F)c2)c1	-3.0	1.03
COc1ccc(C(=O)Nc2scc(-c3ccc(Cl)cc3Cl)c2C(N)=O)cc1	6.0	0.94
CN(CCOC(=O)C1c2ccccc2Oc2ccccc21)C(C)(C)C	-4.9	1.05
CC1CCCC(C(=O)O)N1C(=O)CCS (stereo not drawn)	1.2	0.988
COc1cc(O)c(C(=O)O)c(CCc2ccccc2)c1	-13.4	1.13
CCOC(=O)c1cccc(NC(=O)CSc2nnc(-c3cccnc3)n2C)c1	-7.4	1.07
CCn1cc(CN2CCC(C(=O)Nc3cccc(-c4cccc(Cl)c4)c3)CC2)cn1	-329.4*	4.29*
CC(=O)c1ccc(NC(=O)c2cnn3c(C(F)F)cc(C4CC4)nc23)cc1	-12.2	1.12
CCOC(=O)CSc1nnc(-c2ccoc2C)n1-c1ccc(C)cc1	14.1	0.859
Cc1ccc(NC(=O)CCSc2nnc(-c3ccco3)o2)cc1	2.9	0.972
Cc1ccc(S(=O)(=O)Oc2ccccc2/C=N/NC(=O)c2c(Cl)cnn2C)cc1	8.0	0.92
Cc1nc2ccccc2c(=O)n1/N=C/c1cccnc1	-1.0	1.01
CCOc1ccc(N2CC(=O)Nc3ccccc3NCC2=O)cc1	9.9	0.901
O=C(COc1ccccc1Cl)OCC(=O)N1CCN(S(=O)(=O)c2ccccc2)CC1	11.7	0.883
COc1ccc(-c2cc(C(=O)N/N=C/c3ccc4c(c3)OCO4)c3ccccc3n2)c(OC)c1	-7.2	1.07
CCn1c(=O)cc(OCC(=O)Nc2cccc(C)n2)c2ccccc21	3.0	0.97
Cc1cnc(-c2nnc(N(C)C(=O)C3CCOC3)s2)cn1 (stereo not drawn)	0.5	0.996
COc1ccc2cc(C(=O)NCCO)sc(=O)c2c1OC	3.2	0.968
CCN(CC(=O)NCc1cccs1)c1nnnn1-c1ccccc1	-1.2	1.01
O=c1c2[nH]c3ccccc3c2ncn1CCN1CCCCC1	1.7	0.983
COc1ccc(S(=O)(=O)Nc2cc(C(C)C)c(O)cc2C)cc1	0.4	0.996
Cc1ccccc1-c1n[nH]c(=S)n1/N=C/C=C/c1ccco1	50.0	0.5
Nc1ncc(Br)cc1S(=O)(=O)NCCC(=O)N1CCN(c2ncccn2)CC1	7.2	0.928
CCNC(=O)COc1cc(C)c(Cl)c(C)c1	-0.4	1
CC(=O)c1ccc(NC2OC(CO)C(O)C(O)C2O)cc1 (stereo not drawn)	6.9	0.93
O=C(N[C@@H](CCC/[N+]([O-])=C/c1ccccc1)C(=O)O)OCc1ccccc1	-9.6	1.1
O=C(NCCCN1CCN(CCCNC(=O)c2ccccc2F)CC1)c1ccccc1F	5.2	0.948
Cc1ccc(CNC(=O)CN2CCC(C(N)=O)CC2)cc1	-7.5	1.07
CCN(Cc1nc2cc(OC)c(OC)cc2c(=O)[nH]1)C(=O)c1ccc(S(=O)(=O)N(C)C)cc1	4.9	0.951
C=CCN1C(=O)C2C(C(=O)NCc3ccccc3)C3(C)C=CC2(O3)C1C(=O)NC(C)(C)C (stereo not drawn)	-11.1	1.11
COC(=O)C1=C(C)N(c2cccc(Cl)c2)C(=O)C1	-1.1	1.01
O=S(=O)(c1cnc[nH]1)N1CCc2ccccc21	6.2	0.938
CCN1CC=C2C(C#N)=C(N)C(C#N)(C#N)C(CCc3ccccc3)C2C1 (stereo not drawn)	5.2	0.948
C/C(CC(=O)Nc1cccc(Cl)c1)=N\NC(=O)Cc1ccc(Cl)cc1	-2.2	1.02
Cc1ccc(C(=O)c2cc(C)sc2NC(=O)CN2CCN(C(=O)c3ccco3)CC2)cc1	6.2	0.938
O=C(CCS(=O)(=O)c1cccc2nsnc12)N1CCN(Cc2ccc3c(c2)OCO3)CC1	-2.6	1.03
NS(=O)(=O)c1ccc(-c2ccc(/C=C3\NC(=S)NC3=O)o2)cc1	76.9	0.231
COC(=O)c1ccc(N2CCN(S(=O)(=O)c3ccc(C)cc3)CC2)c([N+](=O)[O-])c1	8.6	0.914
O=C(O)C1CCCN1S(=O)(=O)c1ccc2ccccc2c1 (stereo not drawn)	13.6	0.865
COCc1cc(C)n(CC(=O)Nc2ccccc2C(=O)OC)c(=O)c1C#N	0.5	0.995
CCCCOC(=O)NC1CCS(=O)(=O)C1 (stereo not drawn)	-0.7	1.01
COc1ccccc1C(=O)NCc1ccccc1	-6.3	1.06
